From PubChem
mIDH1 inhibitor = human IDH1 R132H inhibition; O75874; IDH1-R132H enzyme, NADPH consumption, diaphorase/resazurin fluorescence; Potency, µM (highest dose often 76.6 µM), for the others: top-dose activity change, negative = inhibition, usual class: inhibitors; hit rate 0.093% among 390,000; further: nearly all actives have a fitted effect of over 65% in size
Target sequence (O75874 whole entry R132H, stated change not applied): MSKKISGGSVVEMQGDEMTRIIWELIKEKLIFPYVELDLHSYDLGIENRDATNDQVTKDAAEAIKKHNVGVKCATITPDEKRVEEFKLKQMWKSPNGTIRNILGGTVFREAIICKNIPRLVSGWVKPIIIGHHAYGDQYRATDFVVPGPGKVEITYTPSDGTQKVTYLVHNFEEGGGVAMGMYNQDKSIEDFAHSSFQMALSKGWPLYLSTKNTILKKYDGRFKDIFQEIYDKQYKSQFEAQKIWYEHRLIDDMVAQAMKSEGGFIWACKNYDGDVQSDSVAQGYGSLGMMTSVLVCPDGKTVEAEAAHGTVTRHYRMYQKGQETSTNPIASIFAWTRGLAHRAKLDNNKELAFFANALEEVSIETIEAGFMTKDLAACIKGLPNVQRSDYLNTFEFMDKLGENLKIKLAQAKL
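IDH1-R132H (0.5 ug/mL) preincubated 30 min with compound, then NADPH (0.016 mM) and alpha-KG (2 mM) added; 80 min at RT, pH 7.5. Remaining NADPH coupled via diaphorase/resazurin to fluorescence (540/590 nm); concentration-response curves normalized to no-enzyme control.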
USP1-UAF1 inh = blocks the human USP1/UAF1 deubiquitinase complex. recombinant USP1/UAF1, Ub-Rhodamine cleavage fluorescence. Potency, µM (doses to about 57.1 µM), for inactives: at the top dose activity change, negative = inhibition, usual class: inhibitors. hit rate 0.23% among 390,000; further: nearly all actives have a fitted effect of over 60% in size; inactives centre near -12
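In this screen, compounds sit with the deubiquitinase complex (1nM) for 15 min at room temperature before Ub-Rho is added at 150nM final. Fluorescence rise is then followed for 6 reads every 60 seconds.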
Starred values were filed as active, the others as inactive; u = inconclusive. The call rests on the fitted dose curve; in most records, active means well fitted inhibition curve with a large enough effect; inconclusive means small, poorly fitted or top-dose-only effect; inactive means no such curve, though single readings can be large or run the other way. On the % scale 0 is the no-effect control and ±100 the full control effect; potency means the concentration at half of the fitted maximal effect. Not all compounds are listed; rates above refer to the full screens.

SMILES | mIDH1 inhibitor | USP1-UAF1 inh
COc1ccccc1N1CCN(C(=O)CN(C)S(=O)(=O)c2ccc(C)cc2)CC1 | 2% | 5%
COC(=O)C[C@H]1C[C@H]2c3cc(NC(=O)Cc4ccncc4)ccc3O[C@H]2[C@@H](CO)O1 | 7% | -27%
O=C(O)c1ccccc1-c1ccc([N+](=O)[O-])cc1Cl | 2% | 2%
COC(=O)N(C)C[C@@H]1OCc2cnnn2CCCC(=O)N([C@H](C)CO)C[C@H]1C | -2% | -17%
O=C(Nc1ccc(C(=O)N2CCCC2)cc1)c1cc(F)c(F)cc1Cl | -8% | -7%
CC(C)=CCCC(C)=CCN1C(=O)CN(C)C1=O | 5% | -16%
NNC(=O)Cc1cccc2ccc(Cl)cc12 | -2% | -13%
CCCCCC(=O)N1C[C@H](O)[C@@H](n2cc(-c3ccc(F)cc3)nn2)C[C@@H]1c1ccc(Cl)cc1 | 4% | -17%
Nc1ccn(CCCN2CCN(Cc3cccc4ccccc34)CC2)c(=O)n1 | 0% | -26%
CCCc1c(C(=O)N/N=C/c2ccc3c(c2)OCO3)nnn1-c1nonc1N | -4% | -7%
O=c1onc(-c2ccccc2)n1Cc1ccc([N+](=O)[O-])cc1 | -9% | 1%
CCC[C@H]1CN(c2ccc(Br)cc2)C(=O)[C@@H]1CC(=O)NC | 11% | -6%
Cn1sc2ccccc2c1=O | -2% | -11%
CC(C)CC1C(=O)N(Cc2cn(Cc3ccco3)nn2)CCS(=O)(=O)N1Cc1ccc(-c2ccc(Cl)cc2)cc1 (stereo not given) | -31% | -30%
Cc1ccc([C@@H]2C[C@H]3[C@@H](CN2S(=O)(=O)c2ccc(C)cc2)C(=O)C[C@@H](c2ccccc2)N3S(=O)(=O)c2ccc(C)cc2)cc1 | -1% | -13%
COc1ccc(CC(=O)Nc2ccccc2C(F)(F)F)cc1S(=O)(=O)N1CCOCC1 | 4% | -15%
COc1ccc(CC(=O)NNC(=S)NC(=O)c2cc(OC)c(OC)c(OC)c2)cc1 | -5% | 4%
CC(=O)Nc1cccc(C(=O)NNC(=O)c2ccc(NS(=O)(=O)c3cccs3)cc2)c1 | 7% | 2%
O=C(Nc1cccc(C(F)(F)F)c1)C1CC(=O)N(Cc2ccco2)C1 (stereo not given) | -1% | -10%
COc1ccccc1S(=O)(=O)N(C)C[C@@H]1Oc2cc(C#CCC(C)C)ccc2S(=O)(=O)N([C@H](C)CO)C[C@@H]1C | -12% | -30%
Cc1ccc([C@@H]2CC(=O)[C@@H]3CN(S(=O)(=O)c4ccc(C)cc4)[C@H](c4ccc(Cl)cc4)C[C@@H]3N2S(=O)(=O)c2ccc(Cl)cc2)cc1 | -2% | -23%
NC(=S)NN=Cc1cc(-c2cccc(N)c2)ccn1 | 9% | -17%
Cc1noc(C)c1NC(=O)N(C)C[C@H]1OCCCC[C@@H](C)Oc2ccc(NC(=O)c3ccccc3)cc2C(=O)N([C@H](C)CO)C[C@@H]1C | -4% | -7%
C[C@@H]1CN([C@H](C)CO)S(=O)(=O)c2ccc(C#Cc3ccccc3)cc2O[C@H]1CN(C)C(=O)Nc1ccc2c(c1)OCO2 | 1% | u
COc1cc(/C=N/N2CCN(Cc3ccccc3)CC2)cc(OC)c1OC | -7% | -4%
CSC[C@H]1CN(CCc2ccccc2)C(=O)[C@@H]1CC(=O)Nc1ccccc1 | 15% | -20%
CCN1CCN(c2ccc(N3CCN(S(=O)(=O)c4cccc([N+](=O)[O-])c4)CC3)nn2)CC1 | 0% | -21%
C[C@H](NC(=O)c1ncn2c1C(=O)N(C)CC2)C(=O)OC(C)(C)C | -12% | -14%
COCCn1c(SCC(=O)Nc2ccc(F)cc2)nc2c(c1=O)SCC2 | -6% | -5%
O=C(OCC(=O)N1CCC(Cc2ccccc2)CC1)c1ccc(O)cc1 | -5% | -12%

One compound at a time, from the list above. Order of screens: mIDH1 inhibitor, USP1-UAF1 inh
CSC[C@H]1CN(CCc2ccccc2)C(=O)[C@@H]1CC(=O)Nc1ccccc1 across the screens: 15%, -20%
O=C(OCC(=O)N1CCC(Cc2ccccc2)CC1)c1ccc(O)cc1 across the screens: -5%, -12%

Other structures follow.
SMILES | mIDH1 inhibitor | USP1-UAF1 inh
COc1ccc(NS(=O)(=O)c2cc(N=Nc3c(O)[nH]c(=O)[nH]c3=O)ccc2OC)cc1Br | -6% | -17%
O=C(NCc1nnnn1-c1ccccc1)c1ccc2ccccc2c1 | 12% | -10%
CSc1ccc(CN2CCC(N3CCC(C(=O)NC4CC4)CC3)CC2)cc1 | -2% | 9%
Cc1cc(OCC(=O)OCC(=O)NC2CCS(=O)(=O)C2)ccc1Cl (stereo not given) | -3% | -19%
Cc1ccc(NC(=O)CCc2ccccc2)cc1C | 0% | u
O=Nc1c(O)cc(O)c2ccccc12 | -2% | -24%
C[C@@H]1CN([C@@H](C)CO)S(=O)(=O)c2ccc(Br)cc2O[C@H]1CN(C)Cc1ccccc1F | -4% | -8%
C[C@@H]1CCCCO[C@H](CN(C)Cc2ccc(C(=O)O)cc2)[C@@H](C)CN([C@H](C)CO)C(=O)c2cc(NC(=O)CCC(F)(F)F)ccc2O1 | 11% | -29%
O=C(COC(=O)/C=C/c1cccc(F)c1)NCc1ccc2c(c1)OCO2 | -3% | -24%
COc1cccc(NC(=O)CCC2CCN(C(=O)C(OC)c3ccccc3)CC2)c1 (stereo not given) | -3% | u
CC1=C(C(=O)Nc2cc(C(=O)N3CCN(c4ccc(Cl)cc4)CC3)ccc2C)SCCO1 | 2% | -1%
COc1ccccc1S(=O)(=O)N(C)C[C@@H]1OCc2cn(nn2)CCCC(=O)N([C@H](C)CO)C[C@H]1C | 3% | -6%
O=C(OCc1cn([C@@H]2C[C@H](c3ccccc3)N(C(=O)c3cccs3)C[C@H]2O)nn1)c1ccccc1 | -1% | -16%
S=c1[nH]c2nc(Cl)c(Cl)nc2[nH]1 | 13% | -16%
CCOc1ccc(S(=O)(=O)NCCC(=O)N2CCN(C(C)=O)CC2)cc1 | 4% | 2%
CCCn1c(N)c(N(CCOC)C(=O)COC(=O)COc2c(C)cc(C)cc2C)c(=O)[nH]c1=O | -8% | -9%
C[C@H](NC(=O)C1CCN(S(=O)(=O)c2ccccc2)CC1)C(=O)NC1CC1 | -1% | 1%
CCCCCC(O)C=CC1C(O)CC(O)C1CC=CCCCC(=O)O (stereo not given) | -1% | -17%
Cc1ccc(S(=O)(=O)CCC(=O)OCC(=O)Nc2sccc2C#N)cc1 | 7% | -27%
C[C@H]1CN([C@@H](C)CO)C(=O)CCCn2cc(nn2)CO[C@@H]1CN(C)C(=O)Nc1ccccc1C(F)(F)F | 0% | -15%
CCN(CC)S(=O)(=O)c1ccc(-c2cn3ccccc3n2)cc1 | -2% | 0%
O=C(Cn1nnc(-c2ccc(Cl)cc2)n1)NC(=O)NC1CCCC1 | -3% | -14%
CN(CC(=O)Nc1ccc(F)c(F)c1F)C(=O)C1CCCN1C(=O)c1cccs1 (stereo not given) | 6% | -22%
COc1cc(Cl)ccc1OCc1cc(C(=O)N2CCN(C3CCCCC3)CC2)no1 | 12% | -27%
Cc1ccc(S(=O)(=O)N2C[C@H]3C(=O)C[C@@H](c4cccc(Cl)c4)N(S(=O)(=O)c4ccc(C)cc4)[C@H]3C[C@H]2c2ccccc2)cc1 | 2% | -32%
Cc1cccc(NC(=O)CSc2nc(=O)n(CCCN3CCOCC3)c3c2CCCC3)c1C | -3% | -8%
CC(=O)Nc1nc2[nH]ccc2c(=O)[nH]1 | 1% | -18%
CCOc1ccccc1N1C(=O)CC(Sc2ccccc2N)C1=O (stereo not given) | 2% | -26%
O=C(COC(=O)/C=C/c1ccccc1)NCc1ccco1 | 9% | -23%
CC(C)CC1C(=O)N(Cc2cn(Cc3ccco3)nn2)CCS(=O)(=O)N1Cc1ccc(-c2cccc(CO)c2)cc1 (stereo not given) | -4% | -27%
c1ccc(-c2nnc(SCc3ccncc3)o2)cc1 | -2% | 9%
CCC[C@H]1CN(c2ccccc2)C(=O)[C@@H]1CC(=O)Nc1ccccc1 | -8% | -2%
COc1ccc(S(=O)(=O)N(C)C[C@@H]2OCCCC[C@@H](C)Oc3ccc(NC(=O)NC(C)C)cc3C(=O)N([C@H](C)CO)C[C@@H]2C)cc1 | 0% | -16%
COc1ccc(C2=CCCCCC2)cc1OC | 0% | -13%
O=C(O)c1ccccc1-c1ccccc1C(=O)Nc1ccc2oc(=O)c3ccccc3c2c1 | -2% | -27%
O=C(NC1CCC1)C1CCC(=O)N(Cc2ccc(Cl)cc2)C1 (stereo not given) | 4% | -24%
CC(C)c1cc(C(=O)N(C)C2CCCN(Cc3ccccc3F)C2)n(C)n1 (stereo not given) | 3% | -20%
C[C@@H]1CN([C@@H](C)CO)S(=O)(=O)c2ccc(Br)cc2O[C@H]1CN(C)Cc1ccncc1 | -10% | -4%
COc1ccccc1CN(C)C(=O)c1cc(S(=O)(=O)N2CCCCCC2)ccc1OC | 2% | -17%
O=C(CCN1C(=O)NC2(CCCC2)C1=O)Nc1ccc(Sc2ccc(Br)cc2)cc1 | 9% | -16%
Cc1cn([C@H]2C[C@H](O)[C@@H](CNC(=O)[C@H](N)C3CC3)O2)c(=O)[nH]c1=O | 7% | -16%
O=[N+]([O-])c1cc2c(cc1Br)-c1ccccc1C2 | 1% | -26%
Cc1ccc(OC(=O)N(C)C[C@@H]2OCc3cn(nn3)CCCC(=O)N([C@H](C)CO)C[C@H]2C)cc1 | 3% | -21%
Cc1ccc(C(=O)NCC(=O)N(C)Cc2ccccc2C)s1 | 1% | 3%
CCOc1ccc(N2CC(C(=O)Nc3cccc(S(=O)(=O)N4CCOCC4)c3)CC2=O)cc1 (stereo not given) | -3% | -12%

Pulled by structure from above:
SMILES | mIDH1 inhibitor | USP1-UAF1 inh
O=C(CCN1C(=O)NC2(CCCC2)C1=O)Nc1ccc(Sc2ccc(Br)cc2)cc1 | 9% | -16%
Cc1ccc(OC(=O)N(C)C[C@@H]2OCc3cn(nn3)CCCC(=O)N([C@H](C)CO)C[C@H]2C)cc1 | 3% | -21%
O=[N+]([O-])c1cc2c(cc1Br)-c1ccccc1C2 | 1% | -26%
CC(C)c1cc(C(=O)N(C)C2CCCN(Cc3ccccc3F)C2)n(C)n1 (stereo not given) | 3% | -20%
Cc1ccc(C(=O)NCC(=O)N(C)Cc2ccccc2C)s1 | 1% | 3%

Further structures.
SMILES | mIDH1 inhibitor | USP1-UAF1 inh
C[C@H]1CN([C@@H](C)CO)S(=O)(=O)c2ccc(-c3cccc(F)c3)cc2O[C@@H]1CN(C)C | 5% | -25%
C[C@@H]1CN([C@H](C)CO)C(=O)c2cc(Br)cnc2O[C@@H]1CN(C)C(=O)Nc1ccccc1 | -8% | -15%
CC(=O)Nc1sc(C)c(C)c1C(=O)OCC(=O)Nc1ccccc1C(F)(F)F | 1% | -29%
C[C@@H]1CN([C@H](C)CO)C(=O)c2cc(Br)cnc2O[C@@H]1CN(C)C(=O)Nc1cccc(F)c1 | 10% | -24%
C[C@@H]1CN([C@@H](C)CO)C(=O)c2cc(NC(=O)Nc3cccc4ccccc34)ccc2O[C@@H](C)CCCCO[C@H]1CN(C)C(=O)c1ccccc1 | 6% | u
COc1ccc(CN(C)C(=O)C(Cc2ccccc2)NC(=O)c2ccccc2)c(OC)c1OC (stereo not given) | 1% | -21%
Cc1ccc(C(=O)NCC(=O)OCc2nc3ccsc3c(=O)[nH]2)cc1C | -4% | -10%
COc1ccc2c(c1)CCC1(C)CC(=O)C(Br)=C21 (stereo not given) | 15% | -16%
COc1ccc(NC(=O)N(C)C[C@H]2Oc3cc(Br)ccc3S(=O)(=O)N([C@H](C)CO)C[C@@H]2C)cc1 | 8% | -19%
O=C1CCCCC1C1(O)C(=O)Nc2ccccc21 (stereo not given) | -6% | -24%
COc1ccc([C@H]2C[C@H](n3cc(-c4ccc(F)cc4)nn3)[C@@H](O)CN2Cc2cccs2)cc1 | 2% | u
CC(C)C1C(=O)N(Cc2cn(CCC3OCCCO3)nn2)CCS(=O)(=O)N1Cc1ccc(-c2ccc(Cl)nc2)cc1 (stereo not given) | -17% | -2%
COc1cc(/C=C/CNC[C@H]2O[C@@H](n3cc(C)c(=O)[nH]c3=O)C[C@@H]2O)ccc1O | 14% | -6%
C[C@@H]1CN([C@H](C)CO)C(=O)CCCn2nncc2CO[C@H]1CN(C)Cc1ccc(C(F)(F)F)cc1 | -2% | -28%

A second format for some results above:
Structure,mIDH1 inhibitor,USP1-UAF1 inh
C[C@H]1CN([C@@H](C)CO)S(=O)(=O)c2ccc(-c3cccc(F)c3)cc2O[C@@H]1CN(C)C,5%,-25%
C[C@@H]1CN([C@H](C)CO)C(=O)c2cc(Br)cnc2O[C@@H]1CN(C)C(=O)Nc1ccccc1,-8%,-15%
CC(=O)Nc1sc(C)c(C)c1C(=O)OCC(=O)Nc1ccccc1C(F)(F)F,1%,-29%
